HP1b binding inh – HTS for Inhibitors of HP1-beta Chromodomain Interactions with Methylated Histone Tails; Chromobox protein homolog 1 (Homo sapiens), P83916; AlphaScreen HP1-beta / biotin-H3K9me3 peptide binding; Potency, µM (highest dose often 114 µM), inactives show top-dose activity change, negative = inhibition, usual class: inhibitors; hit rate 0.56% among 390,000; AID 540317, 2011; further: potency means the concentration at half of the fitted maximal effect; nearly all actives have a fitted effect of over 70% in size; inactives centre near 23
Target sequence (P83916 whole entry, looked up): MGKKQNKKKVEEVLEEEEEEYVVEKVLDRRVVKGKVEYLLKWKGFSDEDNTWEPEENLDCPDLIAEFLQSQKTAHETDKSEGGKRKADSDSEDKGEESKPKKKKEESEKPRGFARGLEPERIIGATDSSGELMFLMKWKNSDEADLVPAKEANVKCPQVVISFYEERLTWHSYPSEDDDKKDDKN
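HP1-beta protein (50 nM final) preincubated 30 min at room temperature with biotinylated H3(1-18)K9me3 peptide (50 nM) in PBS pH 7.4, 0.01% Tween-20, then compound added for 30 min. AlphaScreen streptavidin donor/nickel chelate acceptor beads (10 ug/mL final), 30 min dark, luminescence read.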
Pin1 inh – qHTS Assay to Find Inhibitors of Pin1. Peptidyl-prolyl cis-trans isomerase NIMA-interacting 1 (Homo sapiens), Q13526. Pin1 FP peptide displacement, HiFluor488, 10 min. Potency, µM (series often up to 115 µM), for the others: top-dose activity, negative = inhibition, usual class: inhibitors. hit rate 0.009% among 390,000; active means well fitted inhibition curve with a large enough effect in the polarisation, with a control signal flat, not every such curve was filed as active; inconclusive means small, poorly fitted or top-dose-only effect, or effect the other way, or a change in a side signal; inactive means no such curve, though single readings can be large or run the other way; the % refers to the polarisation; further: potency means the concentration at half of the fitted maximal effect; on the % scale 0 is the no-effect control and ±100 the full control effect
BAZ2B inh – qHTS Assay for Inhibitors of BAZ2B; Bromodomain adjacent to zinc finger domain protein 2B (Homo sapiens), Q9UIF8; Potency, µM (doses to about 114 µM), for the others: top-dose activity change, negative = inhibition, most hits filed as inhibitors; hit rate 4.4% among 360,000; AlphaScreen BAZ2B-H3K14Ac peptide displacement; further: potency means the concentration at half of the fitted maximal effect; on the % scale 0 is the no-effect control and ±100 the full control effect; nearly all actives have a fitted effect of over 60% in size
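Complex of BAZ2B and biotin-H3K14Ac (50 nM apiece) forms over 30 min at RT, then faces library compounds up to 110 uM for another 30 min; AlphaScreen beads added, 20 min dark incubation, luminescence read.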
G9a block – qHTS Assay for Inhibitors of Histone Lysine Methyltransferase G9a; Histone-lysine N-methyltransferase EHMT2 (Homo sapiens), Q96KQ7; hit rate 8.8% among 350,000; AID 504332, 2011; G9a H3K9 monomethylation, AlphaScreen, 2 h; Potency, µM (top dose mostly 102 µM), for the others: at the top dose activity, negative = inhibition, actives largely listed as inhibitors; further: potency means the concentration at half of the fitted maximal effect; on the % scale 0 is the no-effect control and ±100 the full control effect; nearly all actives have a fitted effect of over 75% in size
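AlphaScreen detection with an anti-monomethyl H3K9 antibody quantified product after a 2 h room-temperature reaction containing 500 nM biotinylated H3K9 peptide, 20 µM SAM and 20 nM enzyme, which had been preincubated 15 min with compound.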
PI4K2A block – qHTS for small molecular inhibitors of PI4K2A; Phosphatidylinositol 4-kinase type 2-alpha (Homo sapiens), Q9BTU6; purified PI4K2A, ADP-Glo luminescence, 1 h; stronger effect = lower value; activity change, negative = inhibition, % at 76.9 µM; hit rate 0.13% among 420,000; AID 1346378, 2018; in the data active means activity change below about -50%; inconclusive means mostly about -30% to -49%;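 further: -100% = wells without enzyme as full effect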
Target sequence (Q9BTU6 whole entry, looked up): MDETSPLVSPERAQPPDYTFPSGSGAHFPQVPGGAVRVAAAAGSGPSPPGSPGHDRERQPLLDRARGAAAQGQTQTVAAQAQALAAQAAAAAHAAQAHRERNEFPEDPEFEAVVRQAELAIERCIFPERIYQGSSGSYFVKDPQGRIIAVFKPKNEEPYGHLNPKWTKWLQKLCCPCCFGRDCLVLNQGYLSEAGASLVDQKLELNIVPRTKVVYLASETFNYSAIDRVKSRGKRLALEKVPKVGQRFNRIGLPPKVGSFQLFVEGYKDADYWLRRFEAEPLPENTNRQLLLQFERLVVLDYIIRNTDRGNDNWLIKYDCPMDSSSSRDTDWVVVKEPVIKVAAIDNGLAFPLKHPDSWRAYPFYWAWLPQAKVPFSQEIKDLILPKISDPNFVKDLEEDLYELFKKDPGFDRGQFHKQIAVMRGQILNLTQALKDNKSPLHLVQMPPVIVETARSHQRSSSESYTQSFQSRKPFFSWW
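ADP-Glo luminescence measured ADP generated by PI4K2A enzyme (4 ug/mL before mixing) with 1.2 mM PI substrate (pre-mix) and 300 microM ATP (pre-mix). Tris pH7.5 buffer with MgCl2, Triton X-100; 1 h reaction at ambient temperature.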
Pol eta inh – qHTS for Inhibitors of Polymerase Eta. recombinant Pol eta, fluorescent DNA replication assay. Potency, µM (top dose mostly 114 µM), for inactives: at the highest dose activity change, negative = inhibition, most hits filed as inhibitors. AID 588591, 2011. hit rate 1.2% among 390,000. DNA polymerase eta (Homo sapiens), Q9Y253; further: potency means the concentration at half of the fitted maximal effect; on the % scale 0 is the no-effect control and ±100 the full control effect
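Pol eta at 10 nM preincubated with compounds 15 min at room temperature; reaction started with fluorescent substrate (50 nM final) and read kinetically at 0 and 10 min.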
JMJD2A Tudor – qHTS Assay for Inhibitors of JMJD2A-Tudor Domain. Lysine-specific demethylase 4A (Homo sapiens), O75164. AlphaScreen JMJD2A-Tudor / H3K4me3 peptide binding. Potency, µM (highest dose often 114 µM), for inactives: top-dose activity change, negative = inhibition, hits mostly inhibitors. hit rate 4.4% among 390,000. AID 504339, 2011; further: potency means the concentration at half of the fitted maximal effect; on the % scale 0 is the no-effect control and ±100 the full control effect; nearly all actives have a fitted effect of over 50% in size
GLS inhibitor – qHTS for Inhibitors of Glutaminase (GLS). Potency, µM (top dose mostly 45.5 µM), for the others: at the highest dose activity change, negative = inhibition, usual class: inhibitors. GLS enzymatic activity, qHTS titration. hit rate 0.21% among 410,000. Glutaminase kidney isoform, mitochondrial (Homo sapiens), O94925; further: potency means the concentration at half of the fitted maximal effect; on the % scale 0 is the no-effect control and ±100 the full control effect
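Compounds were pin-transferred onto hKGA, after which L-glutamine (1 mM solution) and a detection mix of glutamate oxidase, HRP and Amplex Red were added. Initial and 30 min RT fluorescence reads were collected.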
PGK inhibitor – qHTS Assay to Find Inhibitors of Phosphoglycerate Kinase. PGK/GAPDH coupled, Kinase-Glo luminescence, 60 min. hit rate 0.043% among 380,000. AID 602233, 2012. Potency, µM (series often up to 57.5 µM), for the others: top-dose activity change, negative = inhibition, usual class: inhibitors. Phosphoglycerate kinase, glycosomal (Trypanosoma brucei brucei), P07378; further: potency means the concentration at half of the fitted maximal effect; on the % scale 0 is the no-effect control and ±100 the full control effect; nearly all actives have a fitted effect of over 60% in size
Target sequence (P07378 whole entry, looked up): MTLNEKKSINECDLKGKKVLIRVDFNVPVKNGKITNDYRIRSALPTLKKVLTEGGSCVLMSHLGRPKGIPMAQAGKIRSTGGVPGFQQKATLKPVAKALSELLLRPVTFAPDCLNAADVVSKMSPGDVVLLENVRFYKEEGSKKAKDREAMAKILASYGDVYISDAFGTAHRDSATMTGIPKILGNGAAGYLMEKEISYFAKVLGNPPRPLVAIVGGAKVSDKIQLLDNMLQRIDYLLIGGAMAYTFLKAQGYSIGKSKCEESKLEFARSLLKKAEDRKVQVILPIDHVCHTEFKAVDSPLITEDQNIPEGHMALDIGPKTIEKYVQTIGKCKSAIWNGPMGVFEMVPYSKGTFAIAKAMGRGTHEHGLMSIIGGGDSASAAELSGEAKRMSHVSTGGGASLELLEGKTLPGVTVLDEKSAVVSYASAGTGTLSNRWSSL
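Recombinant glycosomal PGK reaction used 1,3-bisphosphoglycerate generated in-well by GAPDH (100nM final) in 100mM TEA pH 7.6, 5mM MgCl2, 0.01% Tween-20. After 60 minutes at room temperature, ATP was read by Kinase-Glo Plus luminescence end-point.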
Numbers without * were called inactive; i = inactive; u = inconclusive; x = no result given; & = joins results of further samples; [ ] = another dose, or the depositor's remark. Unless noted, the call rests on the fitted dose curve; in most records, active means well fitted curve in the direction sought with a large enough effect; inconclusive means small, poorly fitted or top-dose-only effect, or another doubt; inactive means no such curve, though single readings can be large; an effect the other way counts as inactive or inconclusive.

HP1b binding inh,Pin1 inh,BAZ2B inh,G9a block,PI4K2A block,Pol eta inh,JMJD2A Tudor,GLS inhibitor,PGK inhibitor,SMILES
x,x,x,x,4,-8%,x,-4%,-10%,COCCCN1C(=O)C(CC(=O)NCCCCc2ccccc2)CC(C(=O)N2CCOCC2)=C1C (stereo not given)
-14%[57 µM],20%,x,x,4,-8%,-31%,0%,-7%,Cc1ccc(OC(C)C(=O)N2CCN(c3ccccn3)CC2)cc1 (stereo not given)
15%,1%,1%,-19%[59 µM],-6,-6%,-15%,1%,4%,COc1cc2ccccc2cc1C(=O)Nc1ccc2oc(-c3ccc(F)cc3Cl)nc2c1
8%,1%,2%,2%,1,8%,-4%,13%,4%,Cc1ccc2c(COC(=O)c3ccccc3Cl)cc(=O)oc2c1
-27%,5%,x,x,-1,-14%,-30%,-3%,9%,Cc1ccc(S(=O)(=O)N2CCC(C(=O)N/N=C/c3cccn3C)CC2)cc1
7%,2%,4%,-36%,3,-4%,-4%,-1%,-1%,Cc1ccccc1OCC(=O)Nc1ccc2c(c1)Cc1ccccc1-2
47%[activator],2%,x,-50%,-18,-3%,8%,0%,1%,O=C(NCc1nnc(SCC(=O)N2CCCC2)o1)c1ccco1
23%,-4%,-2%,-33%[59 µM],2,6%,-11%,0%,i,CCO[C@H]1OC(C(=O)NC2CC2)=C[C@@H](c2ccc(C(F)(F)F)cc2)[C@@H]1CCCO
22%,1%,4%,4%,-2,-9%,-17%,u,i,O=C(CCC(=O)Nc1ccc(F)cc1)N/N=C/c1cc([N+](=O)[O-])ccc1O
31%,-4%,-2%,-6%[59 µM],-12,-7%,-6%,-14%,-13%,O=C(NCCC1=CCCCC1)c1ccc2c(c1)sc1nc(-c3ccc(F)cc3)cn12
24%,10%,20%,14%,1,-18%,-17%,-6%,-2%,CN(Cc1nc2ccc(Cl)cc2[nH]1)Cc1nc(-c2cnccn2)no1
11%,-2%,-19%,11%[59 µM],3,-20%,-28%,10%,-7%,COCCNC(=O)C1CCN(Cc2cc3ccccc3n2Cc2ccc(C)cc2)CC1
27%,5%,x,11%,4,-23%,5%,-10%,0%,COc1ccc(CCNC(=O)COc2ncnc3ccccc23)cc1
28%,1%,-34%,u,8,-16%,u,0%,-8%,Cc1cccc(NC(=O)CSc2nc3ccccc3c3nc(CCn4cncc4C)nn23)c1
6%,-6%,-37%,-44%,-2,-4%,0%,0%,1%,O=C(O)CCCCCN1C(=O)CSC1=S
49%[activator],1%&5%,-4%[57.1 µM],21%,-1&-2,-8%&-20%,12%&-15%,4%&5%,-3%&-8%,COc1ccc(C)cc1NC(=O)CN(C)S(=O)(=O)c1ccc2c(c1)CCCN2C(C)=O
13%,1%,-4%,-6%,4,-7%,-5%,4%,12%,CCOc1ccc(S(=O)(=O)N2CCCCC2)cc1NC(=O)CCNC(=O)c1ccco1
-13%,0%,0%,u,-6,-3%,-15%,1%,-2%,O=C(CSc1ccccc1F)OCC(=O)N1CCN(C(=O)c2ccco2)CC1
37%,0%,6%,u,5,-8%,2%,2%,-7%,Cc1noc(C)c1CSc1ccccc1C(=O)Nc1nccs1
81%[activator],-5%,-2%,9%,-1,-10%,-10%,-10%,-9%,CN(C)CC(C)(C)CNS(=O)(=O)c1ccc(Cl)s1
-16%,-2%,u,45µM*,5,-19%,u,-14%,-8%,Nc1ccccc1Sc1c[nH]c2ccccc12
39%,12%,10%,6%[0.501 µM],-2,-6%,-17%,1%,-6%,COc1ccc(S(=O)(=O)N2CCOCC2)cc1NC(=O)c1c(-c2ccccc2)noc1C
30%,0%,5%,20%,1,-21%,-4%,5%,3%,COc1cccc(C2Nc3ccccc3NC3=C2C(=O)CC(C)(C)C3)c1 (stereo not given)
33%,-2%,6%,-3%[59 µM],0,-11%,-2%,9%,0%,Cc1c(Cl)cccc1NC(=O)CNc1cccc(S(=O)(=O)N(C)C)c1
42%[activator],0%,-1%,x,-7,-11%,-2%,-6%,-13%,Cc1cccc(NC(=O)c2ccc3c(c2)OCCO3)n1
37%,-6%,15%,x,3,-25%,-7%,1%,-8%,O=C(c1ccc(F)cc1)C1CCN(S(=O)(=O)c2ccccc2)CC1
x,x,x,x,0,-9%,x,1%,-9%,COc1ccccc1C(=O)N1CCN(C(=O)c2oc3c(C)c(C)ccc3c2C)CC1
-5%,u,-28%,-23%[59 µM],-20,18µM*,u,-5%,-6%,Cc1ccc(OCC(=O)N/N=C/C=C/c2ccco2)cc1
28%,-4%,15%,-10%[12.7 µM],7,-7%,5%,1%,i,Cc1ccc(-c2nnn(CC(=O)NCc3ccccc3)n2)c(-n2cnnn2)c1
28%,u,0%,u,5,-10%,-8%,10%,-2%,CCn1c(COc2cccc(C)c2C)nnc1SCC(=O)N1CCN(c2ccc(OC)cc2)CC1
52%[activator],-2%,-21%,-25%,0,17%,1%,2%,2%,CCC(=O)N(CCN1CCOCC1)Cc1cc2cc3c(cc2nc1Cl)OCO3
17%,-4%,u,-7%[59 µM],-4,u,-24%,3%,-7%,COC(=O)c1cccc(-n2c(C)cc(C=O)c2C)c1C
22%,34%[activator],u,3%,0,-6%,-6%,-6%,-13%,CCc1ccc(C2=NN(S(C)(=O)=O)C(c3cccs3)C2)cc1 (stereo not given)
-8%,-5%,5%,-43%[59 µM],-8,-6%,-9%[11.4 µM],-11%,-11%,O=C(CN1C(=O)CCC1=O)NCC12CC3CC(CC(C3)C1)C2
9%,-1%,-4%,10%,-2,-12%,-12%,1%,-5%,CCOc1ccc(NC(=O)CSc2nc(=O)n(CCCN3CCOCC3)c3c2CCC3)cc1
18%,0%,21%,2%,7,-11%,14%,9%,6%,COc1ccc(N(CC(=O)Nc2cccc(C)c2C)S(=O)(=O)c2c(C)[nH]c(=O)[nH]c2=O)cc1
-9%,-2%,u,1%,-4,-5%,-25%,35%[activator],-3%,COc1ccc(CN2CCCC(N3CCN(c4ccc(OC)cc4)CC3)C2)cc1 (stereo not given)
19%,-5%,5%,17%[59 µM],4,-14%,-24%,2%,-12%,CCOc1ccc(C(=O)N2CCN(c3ccccc3)CC2)cc1OCC
3%,2%,-1%,5%[59 µM],-1,x,-13%,-10%,x,CC(C)CCN1C(=O)c2ccccc2CC1(C)C(=O)NC1CCC(C)CC1 (stereo not given)
66%[activator],6%,-14%[57.1 µM],-7%,-1,-10%,-5%,-11%,3%,Cn1c(CSc2nc3ccccc3n2C)nc2ccccc21

2 records picked at random from the list so far:
HP1b binding inh,Pin1 inh,BAZ2B inh,G9a block,PI4K2A block,Pol eta inh,JMJD2A Tudor,GLS inhibitor,PGK inhibitor,SMILES
11%,-2%,-19%,11%[59 µM],3,-20%,-28%,10%,-7%,COCCNC(=O)C1CCN(Cc2cc3ccccc3n2Cc2ccc(C)cc2)CC1
-5%,u,-28%,-23%[59 µM],-20,18µM*,u,-5%,-6%,Cc1ccc(OCC(=O)N/N=C/C=C/c2ccco2)cc1

Remaining list, next part.
HP1b binding inh,Pin1 inh,BAZ2B inh,G9a block,PI4K2A block,Pol eta inh,JMJD2A Tudor,GLS inhibitor,PGK inhibitor,SMILES
31%,3%,-2%,u,-4,-19%,-7%,-6%,-6%,Cc1cc(C)c(NC(=O)CN2C(=O)NC3(CCCc4ccccc43)C2=O)c(Cl)c1 (stereo not given)
111%[activator],0%,31%,13%[2.33 µM],6,-15%,68%[activator],-9%,-6%,CC(C)c1cccc(C2=CC(=O)C[C@H](c3ccc(F)cc3)C2)c1
38%,-4%,6%,u,-3,-6%,-3%,2%,-3%,O=C(NC1CCN(Cc2ccccc2)C1)c1cccc(S(=O)(=O)N2CCOCC2)c1 (stereo not given)
1%,14%,-35%,u,1,u,-18%[11.4 µM],0%,-3%,Cc1cc(-c2nnc3n2N=C(c2ccc(-c4ccccc4)cc2)CS3)n[nH]1
22%,4%,4%,x,-2,-15%,-1%,-15%,-6%,CSc1nn2c(C(F)(F)F)cc(C(F)(F)F)nc2c1C(=O)O
17%,1%,-28%,-43%[59 µM],-5,-13%,-22%,-4%,6%,CC(C)OCCCNC(=O)c1nn(C)c2c1CSc1ccccc1-2
27%,3%,24%,8%[59 µM],-12,-19%,-6%,-4%,8%,Nc1ncnc2nc(SCC(=O)Nc3ccccc3F)[nH]c12
-2%,-3%,0%,u,4,-3%,-26%,3%,-3%,Cc1ccc(-c2nnn(CC(=O)N(CCCO)C(C(=O)NC3CCCC3)c3ccc(Cl)cc3)n2)o1 (stereo not given)
24%,u,-24%,-2%[12.7 µM],-1,-13%,-15%,5%,-13%,COc1ccc(C2CC(c3cc(Br)ccc3F)n3nnnc3N2)cc1 (stereo not given)
3%,u,x,x,19,18µM*,u,9%,-22%,CC1=NN(c2nc(N)nc(/C(C#N)=C/c3ccc([N+](=O)[O-])o3)n2)C(C)(C)C1
46%[activator],-1%,-37%,u,-3,-5%,-26%,9%,-6%,O=C(C1=NN[C@@H]2C(=O)N(c3cccc(F)c3)C(=O)[C@H]12)c1ccc2ccccc2n1

An excerpt; rates above refer to the full screens.
